Compound activity deposited in PubChem by Fisher Drug Discovery Resource Center.
mcGAS MS inh: inhibitors of mouse cGAS; Q8C6L5; recombinant mouse cGAS, cGAMP by RapidFire MS; inhibition, % at 12.5 µM; 130,000 tested, 0.18% active;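 active = inhibition of cGAS enzyme activity at or above 60%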;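 also: enzyme stimulated by 45 bp dsDNA with ATP and GTP substrates; cGAMP share of summed cGAMP plus half ATP and half GTP signals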
Target sequence (Q8C6L5 whole entry, looked up): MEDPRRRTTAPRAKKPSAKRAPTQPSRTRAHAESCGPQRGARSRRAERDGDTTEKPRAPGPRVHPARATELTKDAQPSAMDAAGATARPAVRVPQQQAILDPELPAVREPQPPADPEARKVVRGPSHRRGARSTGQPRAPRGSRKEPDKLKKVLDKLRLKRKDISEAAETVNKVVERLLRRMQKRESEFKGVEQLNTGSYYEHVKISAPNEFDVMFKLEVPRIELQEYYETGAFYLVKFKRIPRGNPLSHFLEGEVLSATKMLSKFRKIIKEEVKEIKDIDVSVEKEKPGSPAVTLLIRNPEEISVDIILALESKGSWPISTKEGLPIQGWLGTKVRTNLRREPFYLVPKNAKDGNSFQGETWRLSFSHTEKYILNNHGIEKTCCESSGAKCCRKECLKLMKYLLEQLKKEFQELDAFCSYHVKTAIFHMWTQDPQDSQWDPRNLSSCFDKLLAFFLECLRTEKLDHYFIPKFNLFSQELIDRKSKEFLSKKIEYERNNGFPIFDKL
* hit, by the source's call; & = joins results of further samples.

SMILES | mcGAS MS inh
Cn1nc(C(=O)NCc2noc(-c3ccco3)n2)c2c1CCCC2 | -7
CCOC(=O)NCCNC(=O)NC1C2CCCC1CN(C1CC1)C2 (stereo not drawn) | 1
C=CCN1C(=O)NC(NC(=O)c2ccccc2)(C(F)(F)F)C1=O (stereo not drawn) | -4
O=C1CC(c2ccccc2)Oc2c(Cl)cc(Cl)cc21 (stereo not drawn) | -2
CC(C)(C)C(C(=O)N1CCC2(CC1)OC(=O)c1ccccc12)n1cccc1 (stereo not drawn) | -9
O=C(CCCc1nc2ccccc2s1)Nc1ccc2c(c1)CCC2 | 4
CCOC(=O)c1nnn(Cc2ccc(C)cc2)c1NC(=O)CN1CCN(Cc2ccccc2)CC1 | -2
COc1ccccc1NC(=O)Cc1csc(C)n1 | -2
COc1ccc(C(=O)NCC(=O)NC2CCN(C(=O)C(C)C)C2)cc1 (stereo not drawn) | 2
CCOC(=O)C1(CCOc2ccccc2)CCN(Cc2cc3ccccc3[nH]2)CC1 | -3
COc1cc2ccccc2cc1C(=O)Nc1sccc1C(N)=O | -4
CN(C)CC(c1ccc(O)cc1)C1(O)CCCCC1 (stereo not drawn) | -6
Cc1onc(C(=O)NC(C)CN2CCc3ccccc3C2)c1CO (stereo not drawn) | -15
CCOc1ccc(NC(=O)CN(C)C(=O)c2ccsc2)cc1OCC | -7
Cc1occc1-c1nnc(SCC(=O)c2cc(C)n(-c3ncn[nH]3)c2C)n1C | -2
CCc1ccc(CN(Cc2ccsc2)Cc2ccco2)nc1 | -1
CSc1ncc(CN2CCCC(OCc3cccnc3)C2)cn1 (stereo not drawn) | -17
CC(=O)NCc1c(I)c(NC(C)=O)c(I)c(C(=O)O)c1I | 3
C=CS(=O)(=O)Oc1ccccc1 | 41
CC1(C(=O)NS(=O)(=O)c2ccccc2)CCN1C(=O)c1ccccc1CCc1ccccc1 (stereo not drawn) | -10

17 entries from above, ordered by SMILES length, low to high.
SMILES | mcGAS MS inh
C=CS(=O)(=O)Oc1ccccc1 | 41
COc1ccccc1NC(=O)Cc1csc(C)n1 | -2
CN(C)CC(c1ccc(O)cc1)C1(O)CCCCC1 (stereo not drawn) | -6
CCc1ccc(CN(Cc2ccsc2)Cc2ccco2)nc1 | -1
CSc1ncc(CN2CCCC(OCc3cccnc3)C2)cn1 (stereo not drawn) | -17
O=C1CC(c2ccccc2)Oc2c(Cl)cc(Cl)cc21 (stereo not drawn) | -2
COc1cc2ccccc2cc1C(=O)Nc1sccc1C(N)=O | -4
Cc1onc(C(=O)NC(C)CN2CCc3ccccc3C2)c1CO (stereo not drawn) | -15
CCOC(=O)NCCNC(=O)NC1C2CCCC1CN(C1CC1)C2 (stereo not drawn) | 1
CCOc1ccc(NC(=O)CN(C)C(=O)c2ccsc2)cc1OCC | -7
CC(=O)NCc1c(I)c(NC(C)=O)c(I)c(C(=O)O)c1I | 3
C=CCN1C(=O)NC(NC(=O)c2ccccc2)(C(F)(F)F)C1=O (stereo not drawn) | -4
COc1ccc(C(=O)NCC(=O)NC2CCN(C(=O)C(C)C)C2)cc1 (stereo not drawn) | 2
CCOC(=O)C1(CCOc2ccccc2)CCN(Cc2cc3ccccc3[nH]2)CC1 | -3
CC(C)(C)C(C(=O)N1CCC2(CC1)OC(=O)c1ccccc12)n1cccc1 (stereo not drawn) | -9
Cc1occc1-c1nnc(SCC(=O)c2cc(C)n(-c3ncn[nH]3)c2C)n1C | -2
CCOC(=O)c1nnn(Cc2ccc(C)cc2)c1NC(=O)CN1CCN(Cc2ccccc2)CC1 | -2

Other structures
SMILES | mcGAS MS inh
Cc1ccc(C(=O)COC(=O)c2ccc(F)c(S(=O)(=O)N3CCOCC3)c2)s1 | -5
Cc1cccc(CSc2ncc(CO)n2CC(=O)NCc2ccccc2)c1 | -8
CS(=O)(=O)CCNc1ccc2c(Cl)ccnc2c1F | 14
CSc1ccc(CNC(=O)C2CCC(=O)N(CCCc3ccccc3)C2)cc1 (stereo not drawn) | -8
C=CCN1CCCC1C(=O)N1CCC(c2n[nH]c(=O)n2CC)CC1 (stereo not drawn) | 9
O=C(c1ccc(OC(F)(F)F)cc1)N1CCC2(CC1)OCc1ccccc12 | -2
CCOC(=O)c1ccc(NC(=O)C2C(=O)N(C)C3(C)CC2c2ccccc2O3)cc1 (stereo not drawn) | -2
NC1(C(=O)N2CC[C@@H](c3ccc4ccccc4c3)[C@H](O)C2)CCCC1 | -3
CCC(N)C1c2cc(OC)c(OC)cc2CCN1Cc1cccc(C)c1 (stereo not drawn) | -8
O=C(Cc1coc2cc3c(cc12)CCC3)Nc1ccccc1N1CCOCC1 | -1
Cc1nn(C)c(C)c1C(=O)N(C)Cc1ccc(Cl)cc1 | -1
O=C(NCCc1cscn1)C1CCN(c2nc(-c3ccccc3)nc3c2CCC3)CC1 | 3
O=C1CSC(c2ccc3c(c2)OCO3)N1c1ccc(Cl)cc1 (stereo not drawn) | -3
CCOC(=O)CNS(=O)(=O)c1cc(-c2nnc(Nc3ccc(C)cc3)c3ccccc23)ccc1C | 0
COc1cccc(CN2CCC2(C)C(=O)Nc2ccc3c(c2)CCN3C(C)=O)c1OC (stereo not drawn) | -12
CC(C)c1nc(C(=O)NCc2cccc(N(C)C)n2)cs1 | -12
CCC(C)N(Cc1ccc(C)cc1)Cc1nccs1 (stereo not drawn) | -16
CC(C)(C)CN1CC(NS(=O)(=O)c2ccc(F)cc2F)CC1=O (stereo not drawn) | -6
CCCCc1nc(CN2CCCC2c2nncn2CC(C)C)no1 (stereo not drawn) | -7
Brc1ccc(C2CC(c3ccccc3)n3nnnc3N2)cc1 (stereo not drawn) | -8
C=CCn1c(=O)c2c(nc3n2CCN3c2ccccc2C)n(C)c1=O | 0
COc1ccc(N2CCN(C(=S)C3CCCCC3)CC2)cc1 | -1
CSCCC(=O)N1CCC(CCC(=O)NCC2CCCO2)CC1 (stereo not drawn) | 6&8
CCOC(=O)C(C)Oc1cc(Cl)c(C=O)cc1OC (stereo not drawn) | -19
CC(C)CC(NS(=O)(=O)c1cccs1)C(=O)O (stereo not drawn) | 13
COc1ccc(NCc2c(OC)ncnc2OC)cc1O | 7
Cc1ccc(-c2cn(CC(=O)NCc3ccc(F)cc3)nc2N2CCOCC2)cc1 | -3
COCc1nc(C(=O)N(C)C(C)c2ccncc2)cs1 (stereo not drawn) | -9
O=S(=O)(CCS(=O)(=O)c1ccc(F)cc1)NCCc1ccccc1F | -4
Fc1ccc(-c2cc3c(nn2)Nc2ccccc2N3)cc1 | -2
CS(=O)(=O)c1ccccc1C(=O)NC1CCCCCCC1 | -8
Cc1cc(C(=O)N(Cc2ccccn2)c2nc3c(F)cccc3s2)no1 | -3
CCNC(=O)CC1CSc2nc(C)cc(=O)n21 (stereo not drawn) | -9
CC1ON=C(c2ccc(N(C)C)cc2)N(Cc2ccccc2F)C1=O (stereo not drawn) | -9
O=C1NC(=S)SC1=Cc1cccnc1 | 19
CCC(Nc1ccc(Cl)cc1)C(=O)N1CCC2(CC1)CN(C)CCN2C (stereo not drawn) | -45
CCc1nn2c(=O)cc(Cn3cnc4c3c(=O)n(C)c(=O)n4C)nc2s1 | -23
COC(=O)[C@H](C(C)C)N(C)C(=O)c1cnn(-c2ccc(C(F)(F)F)cc2)c1N | -3
CC(C)(Cc1c[nH]c2ccccc12)NC(=O)c1cccnc1Oc1ccccc1 | 6
Cn1nnc(NC(=O)COc2ccc(C3CCCCC3)cc2)n1 | -6
Fc1ccc2c(c1)C(Nc1nccc(C(F)(F)F)n1)CCCO2 (stereo not drawn) | -11
O=C(Nc1ccnn1Cc1ccsc1)C1CC2CCC1C2 (stereo not drawn) | -8&-3
CCCc1noc(CN2CCCCC2CCc2ccccc2)n1 (stereo not drawn) | -4
CC(=O)NCCn1ccnc1-c1cc(C#CCO)cs1 | -9
O=[N+]([O-])c1cnc2onc(-c3ccccc3)c2c1 | 6
c1cc(-c2ccc3c(c2)CCO3)ccc1CNC1CCCC1 | -10
CCCCC1(COC(=O)CCC(=O)O)C(=O)N(c2ccccc2)N(c2ccccc2)C1=O | -7
CCOC(=O)CSC=C1NC(=O)NCC1C(=O)OCC (stereo not drawn) | 2
Cc1ccc2nc(C3CCCN3Cc3cnc(S(C)(=O)=O)n3CC(C)C)[nH]c2c1 (stereo not drawn) | -12
CCCNC(=O)C1(C)CCN(Cc2cccc(F)c2)C1 (stereo not drawn) | -6

The list continues:
SMILES | mcGAS MS inh
CN(CCN1CCCC1=O)C1CCc2c(F)ccc(F)c21 (stereo not drawn) | -4
CN1N=C(C(=O)NC2CCCN(Cc3ccccc3F)C2)CCC1=O (stereo not drawn) | -5
Cc1ccc(OCCN(C)Cc2ccc(CO)o2)c(C)c1 | -15
N#Cc1c(=O)c2nc3ccccc3nc2n2c1sc1ccccc12 | -10
COC(=O)c1csc(NC(=O)C2CCCN(C(=O)C3CC3)C2)c1 (stereo not drawn) | -6
CCCOC1CCCN(S(=O)(=O)c2ccc(Cl)cc2)C1 (stereo not drawn) | -8
CCNC(=O)[C@@H]1C[C@@H](N)CN1C(=O)c1ccc(Cn2nc(C)cc2C)cc1 | -8
CC(C)c1nccn1CCCNC(=O)c1ccc(-c2cccc3cccnc23)nc1 | -14
CNc1cnc(-c2ccsc2)cn1 | -3
c1ccc(-c2nnc(CSc3nnnn3C3CCCC3)o2)cc1 | 1
COc1ncccc1CNC(=O)N1CCCc2cc(F)ccc21 | -13
CC(C)c1ccccc1OCC(=O)NNC(=O)c1cc2c(s1)CCC2 | -9
Cc1nn(C)c(C)c1/C=C/C(=O)NC(C)CN1CC(C)CC(C)C1 (stereo not drawn) | -5
COc1ccc(-c2ccc(C(=O)NCc3nnc4n3CCCC4)o2)cc1 | -18
COc1cccc(NC(=O)CCC2CCN(C(=O)c3sccc3C)CC2)c1 | -1
Cc1cccc(CN2CCN(C(c3ccccc3)c3ccc(Cl)cc3)CC2)c1 (stereo not drawn) | 0&2&10&10
O=C(Nc1ccnn1C1CCN(Cc2ccc3c(c2)CCO3)CC1)C1CC1 | -9
CCC(Oc1ccccc1C(C)C)C(=O)N1CCCN(C(C)=O)CC1 (stereo not drawn) | -2
CCC(=O)Nn1cnc2c(cnn2-c2ccc(C)c(C)c2)c1=O | -5
Cc1c(C(=O)NCc2ccc3c(c2)OCCO3)sc(=O)n1Cc1ccc(C(F)(F)F)o1 | -9
Cc1n[nH]c(C)c1S(=O)(=O)N1CCC(C)CC1 | -9
CC1CCN(Cc2nnnn2CC(=O)N2CCCC(OCc3cccnc3)C2)CC1 (stereo not drawn) | -2
O=C(NCCCn1nc(-c2ccc(F)cc2)ccc1=O)c1ccc(F)cc1 | 8
CN(C)c1ccc(-c2cc(N3CCN(C(=O)c4ccco4)CC3)ncn2)cc1 | 2
CCOc1ccc(NCc2nn3cc(-c4ccc(OC)c(OC)c4)c4c3n2CCCC4)cc1 | -6
COc1ccc(C(=O)OCC(C)C)cc1S(=O)(=O)NC(C)(C)C | -1
C=C(C)Cn1c(N2CCCC2)nc2c1c(=O)[nH]c(=O)n2C | -4
COc1cc(Br)c(O)c(/C=N\n2c(C)n[nH]c2=S)c1 | -3
CCC1CCC(N(C)C(=O)CNC(=O)C2CCCC2)CC1 (stereo not drawn) | 3
Cc1cc(C(=O)COC(=O)c2ccc(Cl)s2)c(C)n1C1CC1 | 4
C[C@H](N[C@@H](CCc1ccccc1)C(=O)O)C(=O)N1Cc2ccccc2C[C@H]1C(=O)O | -7
COc1ccc(Br)cc1CN(C)C(=O)c1c[nH]cc1C | -7
N#CCNC(=O)[C@H](CCc1ccccc1)NC(=O)C(c1ccccc1)n1cccc1 (stereo partly drawn) | -12
O=C(NCC(F)(F)F)C1CCCN(C2CCN(CCc3ccccc3)CC2)C1 (stereo not drawn) | -3
O=C(O)c1cccnc1Nc1ccc(Cl)c(Cl)c1 | 30
CCC(CNC(=O)c1c(C)nn(C)c1C)c1ccccc1 (stereo not drawn) | -6
O=C(NCCCn1ccnc1)c1nn2c(c1Cl)NC(c1ccccc1)CC2C(F)(F)F (stereo not drawn) | -9
O=C1C(=O)N(CN2CCC(C(=O)Nc3ccc4c(c3)OCO4)CC2)c2ccc(F)cc21 | 4
CC(c1ccccc1)n1c(=O)c(C(=O)O)nn(-c2ccc(Cl)cc2)c1=O (stereo not drawn) | 0
CC(C)C(Cc1ccccc1)C(=O)NCC(O)CN(C)C (stereo not drawn) | -7
Cc1noc(C)c1S(=O)(=O)N(CCN(C)C)Cc1cccc(F)c1 | -11
CN(Cc1ccco1)C(=O)c1ccc2c(c1)NC(=O)CCS2 | 8
Brc1ccc(C2CC(c3ccc4c(c3)OCO4)=Nc3nnnn32)cc1 (stereo not drawn) | -7
CC(NC1CC2CC=CC21)c1ccc(-n2ccnc2)cc1 (stereo not drawn) | 1
COc1ccc(CCCC(=O)N2CCC3(CCOCC3)CC2)cc1 | -2
Cn1c(-c2nc(C(=O)NC3CC3)cs2)cc2ccccc21 | -2
CSc1ccccc1NC(=S)NC1CC1 | -9
Cc1ccccc1OCC1CCCN(C(=O)c2ccc(=O)[nH]c2)C1 (stereo not drawn) | -12
OCC1(O)CCN(c2ncccc2C(F)(F)F)CC1 | -19
C=CCn1c(P(C)(=O)O)nc2ccccc21 | -33

Next part.
SMILES | mcGAS MS inh
C=CCc1cccc2cc(C(=O)N3CCN(C)CC3)c(=O)oc12 | -3
CC1CC(C)CN(C(=O)CN(C)S(=O)(=O)c2ccc(F)cc2)C1 (stereo not drawn) | -9
O=[N+]([O-])c1ccc(S(=O)(=O)Cl)cc1 | -15
O=S(=O)(NCCc1csc(-c2ccncc2)n1)NCc1ccccc1 | -16
CC(NC(=O)N1CCN(S(=O)(=O)c2cccc(C(F)(F)F)c2)CC1)c1ccc2c(c1)OCCO2 (stereo not drawn) | -4
CC(C)(C)NS(=O)(=O)c1cccc(NS(=O)(=O)c2cc(Cl)sc2Cl)c1 | 6
O=C(NC1CC(=O)N(Cc2ccccc2Cl)C1)c1cc2ccccc2o1 (stereo not drawn) | -6
Cc1nc(N2CCOCC2)cc(N2CCN(C(=O)c3cnn(-c4ccccc4)n3)CC2)n1 | -2
Cc1ccc(C(=O)c2c(C)c(C#N)c(=O)n(C3CCS(=O)(=O)C3)c2O)cc1 (stereo not drawn) | -5

Arranged by length of the SMILES (lowest first): some entries from above
SMILES | mcGAS MS inh
O=[N+]([O-])c1ccc(S(=O)(=O)Cl)cc1 | -15
Cc1nc(N2CCOCC2)cc(N2CCN(C(=O)c3cnn(-c4ccccc4)n3)CC2)n1 | -2
CC(NC(=O)N1CCN(S(=O)(=O)c2cccc(C(F)(F)F)c2)CC1)c1ccc2c(c1)OCCO2 (stereo not drawn) | -4

This is a subset; rates above refer to the full screens.
